CF NFkB inh – inhibitors of cystic fibrosis induced NF-kB; inhibition, % at 5 µM; KKLEB NF-kB-GFP reporter, PAF-induced, GFP fluorescence overnight; 360,000 tested, 0.86% active; AID 588850;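 active = at least 50% inhibition at 5 µM, scaled per plate between neutral and stimulator controls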;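 also: PAF is a Pseudomonas aeruginosa culture filtrate used as stimulus; plate controls were PAF-stimulated DMSO wells for no effect and unstimulated DMSO wells for full effect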
TROY signal inh – inhibitors of TROY-dependent NF-kB signaling; AID 1347056; Q293 LMP1-TROYcd NF-kB luciferase reporter, 4 h; inhibition, % at 10 µM; 360,000 tested, 0.98% active;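 active = compounds whose plate-normalised and pattern-corrected inhibition of the luciferase reporter signal at the single screening dose is 50% or more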
NCOA2 inhibitor – human SRC2 (NCOA2) inhibition; Q15596; HEK293 GAL4-SRC2 luciferase reporter, luminescence; inhibition, % at 9 µM; 370,000 tested, 0.17% active;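 active = inhibition above the mean inhibition of all tested compounds plus 3 SD, set per campaign, cut at about 52% in these data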;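 also: 0% = DMSO treated cells and 100% = cells given Gossypol at 36 µM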
LRH-1 inv ag – NR5A2 inverse agonism in reporter assay; inhibition, % at 3.6 µM; HEK293T StAR-luciferase reporter, LRH-1 transfected, 24 h; 360,000 tested, 0.13% active; O00482;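 active = inhibition above the mean inhibition of all tested compounds plus 3 SD, cut at about 73% in these data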;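 also: 0% = DMSO wells and 100% = reporter-only cells lacking LRH-1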
COUP-TFII inh – blocks human COUP-TFII nuclear receptor. P24468. 370,000 tested, 0.7% active. inhibition, % at 8.6 µM. AID 686940. HEK293T NGFI-A luciferase reporter, luminescence;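 active = inhibition above a per-plate cutoff, mean inhibition of test wells between control levels plus 3 SD, cut at about 38% in these data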;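 also: cells cotransfected with COUP-TFII expression vector driving the NGFI-A reporter; 0% = median of COUP-TF2 test wells and 100% = reporter-only cells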
SRC1 inh – inhibitors of human steroid receptor coactivator 1 (SRC1); Q15788; HEK293 GAL4-SRC1 luciferase reporter, luminescence; inhibition, % at 3.6 µM; 360,000 tested, 0.12% active;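 active = inhibition above the campaign mean plus 3 SD, with each screening campaign given its own cutoff, cut at about 60% in these data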;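 also: 0% = DMSO treated cells and 100% = gossypol at 36 µM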
KKLEB cytotox – counter-screen for CF NF-kB inhibitors: cytotoxicity; KKLEB CF airway cells viability, ATPlite luminescence, overnight; active compounds read low; cells stimulated with P. aeruginosa culture filtrate; activity change (cytotoxicity), % at 5 µM; 360,000 tested, 0.36% active; AID 602141;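 active = corrected activity change at or below -50% at 5 µM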
TWEAK Fn14 block – blocks TWEAK-Fn14 interaction in a reporter cell assay; TWEAK-stimulated Fn14 reporter cells, luciferase luminescence, 8 h; inhibition, % at 10 µM; 360,000 tested, 2% active; AID 1159606; in the data active = inhibition above about 50%
LMP1 NFkB inh – reduces LMP1-driven NF-kappaB luciferase signal; LMP1-induced NF-kappaB luciferase reporter cells, luminescence; inhibition, % at 12.5 µM; 350,000 tested, 0.69% active; AID 504558; in the data active = inhibition above about 41%;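 also: 0% = neutral control wells and 100% = reference inhibitor control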
TRAIL sens C8 – caspase-8 TRAIL sensitization; 360,000 tested, 1% active; NB7+C8 cells + TRAIL, ATPlite viability luminescence; inhibition (viability loss, TRAIL sensitization), % at 10 µM;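 active = compounds causing at least 50% loss of cell viability in the single-dose screen, relative to plate controls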
SRC3 inh – inhibitors of human steroid receptor coactivator 3 (SRC3) | Q9Y6Q9 | HEK293 GAL4-SRC3 luciferase reporter, luminescence | inhibition, % at 3.6 µM | 360,000 tested, 0.17% active | AID 588352;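 active = inhibition above a per-campaign cutoff, the mean of all compounds plus 3 SD, cut at about 60% in these data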;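 also: 0% = DMSO-treated cells and 100% = gossypol-treated cells at 36 µM; higher means less SRC3-driven luciferase light from the GAL4 reporter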
An asterisk follows results filed as active; x = not tested or not shown. Rows were taken by chance; any-hit rate near 4.2%.

SMILES | CF NFkB inh | TROY signal inh | NCOA2 inhibitor | LRH-1 inv ag | COUP-TFII inh | SRC1 inh | KKLEB cytotox | TWEAK Fn14 block | LMP1 NFkB inh | TRAIL sens C8 | SRC3 inh
COc1ccc(OC)c2[nH]c(=O)c(CCNC(=O)C(=O)c3c[nH]c4ccccc34)cc12 | 9.6 | 8.1 | -2.1 | 11.8 | 8.2 | -11.7 | -1.4 | 23.1 | 5.2 | 1.1 | -11.6
CC1(C(=O)NS(=O)(=O)c2cccc(F)c2)CCN1C(=O)C1(c2ccc(Cl)cc2)CCC1 (centres undefined) | -14.3 | -9.5 | 23.9 | 12.4 | 8.0 | 6.2 | 1.5 | -1.9 | x | 12.0 | -16.1
CC(=O)NC(Cc1ccc(C(C)C)cc1)C(=O)NC1CCN(c2nc(C)cc(C)n2)CC1 (centres undefined) | -0.3 | -7.6 | 8.3 | 0.9 | 13.8 | 8.8 | -2.2 | -9.7 | 14.8 | -9.9 | 11.1
O=C(NN1C(=O)C2C(C1=O)C1C=CC2C12CC2)c1ccc(Cl)cc1 (centres undefined) | 8.2 | -8.6 | 3.4 | -5.9 | 4.0 | 8.5 | -6.4 | 15.5 | 0.1 | -4.2 | 8.5
CCCCC(CC)CO (centres undefined) | 17.7 | 9.5 | -26.9 | -26.5 | 3.5 | 9.6 | 8.2 | 2.9 | -10.0 | 4.3 | 13.4
Cc1cc(=O)[nH]c(SCC(=O)Nc2nc(-c3ccccc3)c(-c3ccccc3)o2)n1 | 7.8 | -27.7 | 18.6 | -10.3 | -9.2 | -6.6 | 0.7 | 0.4 | 6.7 | -3.9 | -2.4
CCN(CC(=O)Nc1ccc(OC)cc1)C(=O)c1cc2c(s1)CCCCC2 | -6.2 | -5.3 | -8.5 | 5.2 | -29.4 | -28.9 | -17.4 | -3.1 | 5.9 | -3.3 | 1.4
COC(=O)c1ccc(NC(=O)CSc2nnnn2C2CCCCC2)cc1 | 8.0 | 6.4 | -5.0 | -2.7 | -15.7 | 3.7 | -5.3 | 11.5 | 2.8 | -0.2 | 6.8
Cn1cccc1C(C#N)(CC#N)c1cccc(F)c1C#N (centres undefined) | -23.0 | 3.5 | 23.6 | 7.3 | 2.3 | -10.6 | 1.5 | 4.3 | -2.9 | -2.8 | 9.3
CCOCCc1c(O)nc(SCC(=O)NCc2ccco2)[nH]c1=O | 0.5 | 2.1 | -12.1 | -0.9 | 6.2 | -15.9 | -9.2 | 5.6 | -1.0 | -18.5 | 10.2
Cn1nc(-c2ccc3c(c2)OCCO3)c2ccccc2c1=O | 11.5 | 0.1 | 5.3 | 18.6 | 8.3 | 2.2 | -11.1 | 12.0 | 17.4 | 9.6 | -7.6
CC(C)(C)c1ccc(S(=O)(=O)NCC(=O)N2CCN(C(=O)c3ccco3)CC2)cc1 | 11.4 | -0.7 | -19.7 | 7.5 | -3.0 | 16.9 | 6.1 | 23.1 | -12.0 | 0.0 | -5.8
Nc1nonc1C(=O)NCCNc1ccc([N+](=O)[O-])cn1 | 1.2 | -4.8 | -4.8 | 13.5 | 8.1 | -8.5 | 1.0 | 5.2 | -1.9 | -15.4 | 13.6
O=C(c1ccc(N2CN(C(=O)c3ccco3)c3nc4ccccc4nc32)cc1)N1CCOCC1 | -47.5 | 4.9 | -1.3 | -12.6 | -3.5 | -4.8 | -2.8 | -4.7 | -2.1 | 23.8 | 2.6
CCN(CC(=O)Nc1ccc(NC(C)=O)cc1)C(=O)c1cccc(S(=O)(=O)N2c3ccccc3CC2C)c1 (centres undefined) | -19.2 | 7.7 | 3.6 | -5.0 | -17.9 | -18.4 | 4.7 | -0.7 | 7.4 | -5.5 | -9.6
CCCc1nnc(SCC(=O)Nc2nccs2)o1 | 12.3 | -28.6 | -4.8 | -11.6 | -7.2 | -15.7 | -5.0 | 2.9 | -10.8 | 0.7 | -6.7
OCCNC(=S)Nc1ccc(Cl)c(Cl)c1 | 7.4 | -12.9 | -0.5 | -18.8 | -6.0 | 12.3 | 1.6 | 5.1 | 4.6 | 0.9 | 22.2
COCCNC(=O)C(c1ccc(Cl)cc1)N(CCOC)C(=O)CCC(=O)Nc1nccs1 (centres undefined) | 9.5 | -2.8 | -22.5 | -1.3 | -18.8 | -5.5 | 5.2 | 15.9 | 4.2 | -0.9 | -2.9
COc1ccc(C(=O)CSc2nnc(-c3ccco3)n2CC2CCCO2)cc1 (centres undefined) | -5.0 | 1.1 | 1.5 | -3.9 | 8.7 | -1.2 | 5.5 | -2.8 | -4.2 | -9.2 | 17.1
CCc1ccc(-c2cc3c(=O)n(CC(=O)NCc4ccccc4F)ncn3n2)cc1 | -6.0 | 3.2 | -9.4 | 5.3 | 10.9 | -10.1 | 11.1 | -19.9 | -11.7 | -5.3 | -5.7
COc1ccc2sc(C)[n+](C)c2c1 | 12.2 | 18.9 | 8.4 | -0.6 | 4.2 | -2.9 | 1.8 | 6.0 | 4.0 | -3.8 | 16.9
Cc1cccn2c(=O)c(/C=C(\C#N)C(=O)NC3CCS(=O)(=O)C3)c(N3CCC(C(N)=O)CC3)nc12 (centres undefined) | 8.4 | -16.3 | -3.4 | 4.8 | 11.5 | 14.6 | -3.4 | -17.2 | 11.6 | -6.3 | 10.9
Cc1ccc(-c2cc(C(=O)N3CCN(C4CCS(=O)(=O)C4)CC3)c3ccccc3n2)cc1 (centres undefined) | 3.7 | -25.7 | -15.8 | -17.6 | -35.2 | -77.3 | -2.7 | -9.5 | -10.2 | 38.1 | -23.5
c1ccc(Cc2c(-c3ccccc3)nc3c4ccccc4ccn23)cc1 | -14.2 | -46.6 | -6.7 | -20.2 | -31.3 | -14.7 | -5.1 | -46.9 | -12.0 | 8.1 | -14.8
CC(=O)c1ccc(NC(=O)c2ccc3nc(C)sc3c2)cc1 | -17.4 | -23.8 | -124.8 | -49.9 | -50.8 | -37.3 | 10.9 | -26.6 | -5.4 | 9.9 | -66.8
CCCCc1cc(=O)oc2cc(C)cc(OC(C)C(=O)NCc3ccncc3)c12 (centres undefined) | -0.7 | -18.0 | -7.0 | -7.0 | -9.9 | -6.9 | -22.6 | -13.5 | 1.1 | 11.3 | -6.6
O=C(NN=Cc1ccc(O)cc1)c1ccccc1NS(=O)(=O)c1cccs1 | 4.5 | 6.2 | -12.2 | -8.7 | 14.3 | -14.0 | 23.4 | 2.5 | 4.4 | 6.9 | 9.4
NC(=O)c1ccsc1NC(=O)COc1ccccc1 | 4.9 | -60.6 | x | -107.8 | x | -77.3 | 2.9 | -26.0 | -27.3 | 18.1 | -63.1
CCc1ccc(OCCNC(=O)c2cccs2)cc1 | 10.9 | -10.0 | -7.8 | -11.2 | 1.1 | -2.1 | -8.2 | -19.0 | -10.4 | 13.8 | 2.9
CCOc1cc(S(=O)(=O)N2CCCCCC2)ccc1F | 3.2 | 0.0 | -4.4 | -3.9 | 2.6 | 12.7 | 4.6 | -2.5 | 2.5 | -10.6 | -26.2
CCC1(c2ccccc2)NC(=O)N(CC(=O)Nc2cc(S(=O)(=O)N3CCCCC3)ccc2N(C)C)C1=O (centres undefined) | -6.2 | -8.4 | -12.9 | 1.6 | -16.8 | 4.7 | 15.8 | 7.1 | -4.7 | -6.9 | 5.3
Cc1cc(C)n2nc(C(=O)OCC(=O)N(C)C3CCS(=O)(=O)C3)nc2n1 (centres undefined) | 8.1 | -7.2 | -26.0 | -4.1 | -19.6 | -6.3 | -11.4 | 0.5 | 1.5 | -20.5 | -12.2
Cc1ccc(C(=O)Nc2nc(-c3cccnc3)cs2)o1 | -11.8 | 3.9 | -29.4 | -37.5 | -25.4 | -8.4 | -8.8 | 18.3 | -3.8 | -4.4 | -6.0
COC(=O)CCC/C=C1/SCC(NC(=O)c2ccccc2)C1=O (centres undefined) | -11.3 | -18.7 | 4.6 | 2.1 | 8.8 | 4.2 | 2.9 | -19.4 | 6.7 | -15.2 | 12.9
O=C(C=Cc1ccccn1)c1ccccc1O | 25.1 | -10.0 | -14.5 | -16.0 | -8.8 | -6.8 | -5.2 | 47.8 | 5.7 | 19.2 | -0.8
CC1(C)N=C(c2ccccn2)C(C)(C)N1O | -32.2 | 3.4 | 8.1 | 5.1 | -13.2 | 6.8 | -4.6 | 24.7 | 1.3 | -7.1 | -2.4
COc1ccc(NC(=O)c2cc(-c3ccco3)on2)cc1OC | 3.6 | -21.8 | -21.7 | 6.2 | 0.5 | -5.4 | -6.3 | -15.1 | -15.7 | 7.8 | -27.8
CC(C)N(C(=O)CSc1nc2ccccc2n1-c1ccccc1)C(C)C | 6.2 | -8.9 | -7.5 | -5.4 | 2.8 | -2.1 | -21.3 | -2.4 | 1.2 | 12.5 | 9.5
Cc1ccc(S(=O)(=O)NCC(=O)OCC(=O)c2c(N)n(C)c(=O)n(C)c2=O)cc1 | 17.1 | 17.2 | 0.0 | 0.0 | -0.4 | 4.3 | -7.2 | 6.8 | 3.5 | -0.4 | 8.9
O=C(N/N=C/c1sc(N2CCOCC2)nc1-c1ccccc1)c1cccc(S(=O)(=O)N2CCCC2)c1 | -26.1 | 9.9 | 19.7 | 85.5* | 37.6* | 65.3* | 5.2 | 51.0* | 11.3 | 13.9 | 76.0*
O=C1NC2NC(=O)N(C(Cc3ccccc3)C(=O)O)C2N1 (centres undefined) | 3.0 | -0.1 | -34.3 | 14.0 | -5.5 | -46.1 | -0.8 | 4.1 | 8.5 | 0.6 | 2.3
O=C(O)C1CCN(C(=O)CCN2C(=O)S/C(=C\c3ccccc3)C2=O)CC1 | 8.4 | 0.8 | 21.3 | 2.1 | 10.1 | -19.6 | 7.2 | -2.2 | -2.2 | -7.4 | -7.8
COc1ccc(Cc2nc(-c3cccs3)no2)cc1 | -4.4 | -35.2 | -27.2 | -52.0 | -24.9 | -31.4 | -0.4 | -28.2 | -23.1 | -11.5 | -33.3
COc1ccc(N(CC(=O)NCc2ccco2)C(=O)CNS(=O)(=O)c2ccc(Cl)cc2)cc1 | -17.8 | -14.5 | -5.5 | -8.9 | -21.1 | 10.4 | 2.6 | -16.1 | 4.7 | -17.1 | -14.5
CC(=O)N1c2ccc(S(=O)(=O)NCCC(=O)Nc3ccc(C)c(F)c3)cc2CC1C (centres undefined) | -5.3 | 0.0 | 5.4 | 2.9 | 4.6 | -5.1 | 3.4 | 2.8 | -11.5 | -4.8 | -4.3

Single values from above:
In TRAIL sens C8, COC(=O)CCC/C=C1/SCC(NC(=O)c2ccccc2)C1=O (centres undefined) is entered as -15.2
In CF NFkB inh, Cn1cccc1C(C#N)(CC#N)c1cccc(F)c1C#N (centres undefined) is entered as -23.0
In SRC3 inh, COc1ccc(OC)c2[nH]c(=O)c(CCNC(=O)C(=O)c3c[nH]c4ccccc34)cc12 is entered as -11.6
